# TDP-43 yeast inh: TDP-43 toxicity inhibition in yeast; TDP-43 expressing yeast growth rescue, BacTiter-Glo, 24 h; Potency, µM (highest dose often 46.1 µM), for inactives: top-dose growth rescue (activation), actives largely listed as activators; 410,000 tested, 1.8% active; further: % of control where 0% means no effect; nearly all actives have a fitted effect of over 50% in size
#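 Growth rescue of TDP-43-toxic yeast measured as ATP luminescence (BacTiter-Glo). Cells grown to mid-log in raffinose, induced in galactose at OD600=0.02, exposed to compound 24 hr at 30 deg C.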
# FUS yeast rescue: suppressors of FUS proteinopathy in yeast | AID 1347120 | 390,000 tested, 0.24% active | S. cerevisiae FUS-expressing, growth rescue, OD600, 24 h | Potency, µM (top dose mostly 76.6 µM), for inactives: at the highest dose growth rescue (activation), actives largely listed as activators;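 further: plate controls were DMSO vehicle for no effect and reference control for full effect; nearly all actives have a fitted effect of over 55% in size; some results filed as inactive show a strong effect at the top dose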
#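 Quantitative HTS measuring growth restoration of FUS-toxic yeast. Galactose-induced cells (OD 0.005) were exposed 24hr at 30C to compounds at several concentrations, then absorbance at 600 nm was recorded.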
# PTHR1 agonist: agonists of human PTHR1 parathyroid hormone receptor; 410,000 tested, 0.075% active; HEK293 GP2 PTHR1 cells, GloSensor cAMP luminescence, 1 h; Potency, µM (top dose mostly 115 µM), for inactives: at the top dose activation, most hits filed as activators; AID 743266; further: nearly all actives have a fitted effect of over 55% in size; some results filed as inactive show a strong effect at the top dose; inactives centre near -15; many of its hits are not listed in these tables
# Target sequence (Q03431 whole entry, looked up): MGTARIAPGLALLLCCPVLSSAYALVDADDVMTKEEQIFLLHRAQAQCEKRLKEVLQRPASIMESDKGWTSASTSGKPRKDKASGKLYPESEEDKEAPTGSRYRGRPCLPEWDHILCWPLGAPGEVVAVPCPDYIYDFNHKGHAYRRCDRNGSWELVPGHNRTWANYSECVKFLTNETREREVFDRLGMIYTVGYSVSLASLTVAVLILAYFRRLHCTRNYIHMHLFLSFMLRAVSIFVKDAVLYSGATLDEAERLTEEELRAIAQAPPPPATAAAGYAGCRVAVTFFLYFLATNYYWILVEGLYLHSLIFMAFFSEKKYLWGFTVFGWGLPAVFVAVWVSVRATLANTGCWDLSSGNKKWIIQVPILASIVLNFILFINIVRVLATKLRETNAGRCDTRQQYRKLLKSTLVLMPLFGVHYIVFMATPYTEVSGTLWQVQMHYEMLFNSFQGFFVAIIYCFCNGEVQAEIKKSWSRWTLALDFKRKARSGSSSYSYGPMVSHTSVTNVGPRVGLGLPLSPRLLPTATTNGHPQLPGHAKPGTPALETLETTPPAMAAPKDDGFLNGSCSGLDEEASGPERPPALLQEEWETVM
#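 HEK-293-derived GP2 cells expressing PTHR1 and a GloSensor cAMP reporter, 3,000/well, plated overnight, given luciferin plus IBMX (each 0.5 mM as added) for 1 h at 37 °C, then compound for 1 h at 37 °C. Luminescence was read after 15 min at room temperature.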
# An asterisk follows results filed as active; i = inactive; ? = inconclusive; [ ] = remark or other dose. The call rests on the fitted dose curve; in most records, active means well fitted curve in the direction sought with a large enough effect; inconclusive means small, poorly fitted or top-dose-only effect, or another doubt; inactive means no such curve, though single readings can be large; an effect the other way counts as inactive or inconclusive. Potency means the concentration at half of the fitted maximal effect. An excerpt; rates above refer to the full screens.
SMILES,TDP-43 yeast inh,FUS yeast rescue,PTHR1 agonist
COc1ccc(S(=O)(=O)c2cn(C)c3ccc(C)cc3c2=O)cc1,26%,-10%,i
Cc1nn(-c2ccccc2)c2c1cc1c(=O)[nH]c(=O)nc-1n2-c1cccc(C(F)(F)F)c1,2%,-18%,-58%[inhibitor]
COc1ccc(OCC(=O)NCC2(N3CCN(C)CC3)CCCCC2)cc1,1%,5%,i
O=C(NCc1ccc(F)cc1)c1cccc(N2CCCS2(=O)=O)c1,15%,-15%,-8%
CCc1ccc(NC(=O)CSc2nc3n[nH]c(C)c3c(=N)n2-c2ccc(C)cc2)cc1,2%,12%,?
Cc1ccc(OCC(=O)Nc2nnc(SCc3cc(=O)c4ccccc4[nH]3)s2)cc1,20%,-16%,i
CCOc1ccc(CNC(=O)c2ccc3c(c2)nc2n3CCOC2)cc1,21%,-3%,-16%
COc1ccc(NC(=O)Cn2cc(S(=O)(=O)c3ccc(C)cc3)c(=O)c3ccccc32)cc1OC,10%,3%,-30%
COc1ccc(OC)c(CNC(=O)c2cc3c(-c4ccc(OC)c(OC)c4)nn(C)c3s2)c1,43%,?,-14%
CCCn1cc(S(=O)(=O)c2cc(C)ccc2C)c(=O)c2cc(F)c(N3CCN(CC)CC3)cc21,13%,20%,25%
CC(C)Oc1ccc(CNC(=O)C2CCCCN2S(=O)(=O)c2ccc(F)cc2)cc1 (stereo not drawn),?,30%,-30%
O=C(CCCCn1c(=O)c2ccccc2n(Cc2ccccc2F)c1=O)NCc1ccc2c(c1)OCO2,19%,-16%,i
O=C(Nc1ccc2oc(-c3cccnc3)nc2c1)c1ccc(-c2cccc(Cl)c2)o1,26%,-12%,i
Cc1ccc(-c2cc3nccc(-c4cc([N+](=O)[O-])ccc4O)n3n2)cc1,8%,32%,-86%[inhibitor]
Cc1ccc(CCNC(=O)CSCc2nc(-c3ccc(C)cc3)oc2C)cc1,25µM*,2%,-18%
O=C(NCCc1ccc(F)cc1)C(=O)NCC(c1ccco1)S(=O)(=O)c1ccccc1 (stereo not drawn),6%,9%,i
COC(=O)CCSc1nc2sc3c(c2c(=O)n1Cc1ccccc1)CCC(C(C)(C)C)C3 (stereo not drawn),25%,5%,i
CCc1ccc(NC(=O)C(CC)n2c(=O)c(C(F)(F)F)nc3ccccc32)cc1 (stereo not drawn),9%,-7%,i
CC(=O)c1sc2c(c1C)c(=O)n(-c1ccc(Cl)cc1)c(=O)n2Cc1ccc(Cl)cc1,17%,41%,-19%
COc1ccc(C2=C(C)C(N3CCC(C(=O)Nc4ccc(F)cc4C)CC3)=NS2(=O)=O)cc1,?,-16%,-3%
Cc1ccc(C(=O)c2oc3ccccc3c2NC(=O)Cc2coc3cc(C)ccc23)cc1,3%,-15%,-20%
Cc1ccccc1OCCn1c(CCNC(=O)C(C)(C)C)nc2ccccc21,21%,4%,-32%[inhibitor]
Cc1cc(C)cc(NC(=O)CSc2nc(=O)n(Cc3ccccn3)c3c2CCC3)c1,22%,29%,i
CN(Cc1ccccc1)S(=O)(=O)c1ccc(F)c(C(=O)Nc2cccc(Cl)c2Cl)c1,-4%,0%,i
Cc1cccc(C(=O)Nc2nc3c(s2)CCCC3)c1,?,-5%,-19%

# Continuation:
SMILES,TDP-43 yeast inh,FUS yeast rescue,PTHR1 agonist
CCc1ccc(Nc2cc(C(=O)NCCCN(C)c3ccccc3)c3ccccc3n2)cc1,5%,3%,-9%
COc1ccccc1C(=O)NC(=O)Nc1ccc(-n2nc(C(F)(F)F)cc2C(F)(F)F)cc1,0%,-18%,-2%
CN(C)C(=O)c1ccc(S(=O)(=O)NCc2ccccc2Cl)s1,-10%,8%,-1%
Cc1ccccc1CSc1cn(CCNC(=O)c2cccs2)c2ccccc12,5%,?,-47%[inhibitor]
Cc1ccc(C)c(S(=O)(=O)c2nnn3c2nc(N2CCOCC2)c2sccc23)c1,-11%,-10%,?
COc1ccc(CNC(=O)c2cc(-c3ccc(C)c(C)c3)n[nH]2)cc1,14%,-9%,i
COc1ccc(Nc2ncc3c(n2)CCN(Cc2sccc2C)C3)c(OC)c1,16%,4%,-53%
Cc1ccc2[nH]c(=O)c3cc(C(=O)NCCc4ccc(Cl)cc4)sc3c2c1,-4%,-6%,24%
O=C(Nc1cccc(F)c1)C1CCN(c2nc3ccccc3[nH]2)CC1,12%,-9%,-24%
CC(=O)c1ccc(NC(=O)c2cccc(NC(=O)N3CCSc4ncccc43)c2)cc1,9%,2%,i
CCOc1ccc(N2CC(c3nc4ccccc4n3CCCCOc3ccc(OC)cc3)CC2=O)cc1 (stereo not drawn),20%,?,-29%
CC1=C(C(=O)N2CCN(c3ccccc3)CC2)C2(CCCCC2)OC1=O,27%,21%,i
CSc1nn(Cc2ccccc2C)c(NC(C)=O)c1S(=O)(=O)c1ccc(C)cc1,22%,23%,-14%
Cc1ccc(C)c(Cn2c(=O)n(CCCCCC(=O)NCc3ccc4c(c3)OCO4)c(=O)c3sccc32)c1,10%,-8%,i
CCOc1cc(CNc2ccc(O)cc2)cc(Br)c1OCc1ccccc1,-51%[inhibitor],46%,-46%[inhibitor]
O=C(Cn1ccn(-c2ccc(F)c(F)c2)c(=O)c1=O)c1ccc(F)cc1,-3%,-1%,i
Cc1ccc(Cn2c(SCc3ccc(C(=O)O)cc3)nc3cccnc32)cc1,21%,-5%,-54%[inhibitor]
CCc1ccc2oc(C(=O)N(Cc3cccc(Cl)c3)Cc3ccco3)c(C)c2c1,14%,39%,i
CCC(C)Sc1c(C(C)C)cnc2c1c(=O)n(C)c(=O)n2C (stereo not drawn),12%,13%,-76%[inhibitor]
O=C(CSc1nnc(-c2ccc(F)cc2)o1)N1CCCc2ccccc21,20µM*,27%,-16%
O=C(Nc1ccc(Br)cc1F)C1CCN(c2nc3ccccc3[nH]2)CC1,1%,-1%,15%
CCC1CN(C(=O)N2CCC(C(=O)NCc3ccc(N(C)C)cc3)CC2)c2ccccc2O1 (stereo not drawn),-20%,19%,i
Cc1cc(=O)[nH]c2nnc(SCc3ccc(F)cc3)n12,?,0%,11%
Cc1c(CNC2CCCCCC2)c(C(=O)O)c(C)n1Cc1cccc(Cl)c1,-4%,5%,0%
Cc1cccc(Nc2nc(Nc3cccc(C)c3)nc(N3CCOCC3)n2)c1,16µM*,26%,-1%

# (next part)
SMILES,TDP-43 yeast inh,FUS yeast rescue,PTHR1 agonist
CCc1nnc2c3ccccc3nc(Nc3ccc(F)c(Cl)c3)n12,20%,-19%,-23%
CCCCN(CC)CCNC(=O)C1CCCN(c2ncnc3onc(C)c23)C1 (stereo not drawn),4%,-14%,-4%
Cc1ccc(Cl)cc1NC(=O)/C(C#N)=C\c1cn(Cc2ccc(F)cc2)c2ccccc12,21%,15%,-3%
CCS(=O)(=O)N1CCc2cc(C(=O)NCCc3ccccc3)ccc21,-15%,4%,i
CSc1ncc(Cl)c(C(=O)N(Cc2ccc(N(C)C)cc2)Cc2ccco2)n1,10%,?,i
CCn1c(=O)c2cc(C(=O)N(C)c3cc(Cl)c(OC)cc3OC)sc2c2ccccc21,-23%,3%,-9%
Fc1ccc(C(c2nnc(-c3ccccc3)o2)N2CCN(c3cccc(Cl)c3)CC2)cc1 (stereo not drawn),-1%,3%,-23%
CCCN1CCN(CCCNC(=O)c2ccc3c(c2)sc2nc(-c4ccc(OC)cc4)cn23)CC1,-45%[inhibitor],2%,-24%
CSc1ccc(CCNC(=O)C(C)n2nc(C)c3c(C)n(-c4ccccc4)nc3c2=O)cc1 (stereo not drawn),18%,29%,-11%
COc1ccc(S(=O)(=O)N(CCc2ccccc2)CC(=O)NCc2ccccc2)cc1,8%,6%,-49%[inhibitor]
COc1ccc(CNCc2ccc3c(c2)n(C)c(=O)n3C)cc1,26%[9.22 µM],-19%,i
CCOc1ccccc1CNC(=O)C1CCN(S(=O)(=O)c2ccc3c(ccn3C)c2)CC1,2%,18%,-14%
COc1ccc(CCNCc2c(C(=O)O)c(C)n(Cc3ccccc3C)c2C)c(OC)c1,-5%,14%,i
Cc1cccc(CSc2nc3cccnc3n2Cc2ccc(C(=O)NCc3cccs3)cc2)c1,16%,?,-25%
CCOC(=O)c1c(NC(=O)COc2ccc(Cl)cc2Cl)sc2c1CCCCC2,25%,-27%,i
COc1ccc(-c2noc(C3CC(=O)N(c4ccc5c(c4)OCCO5)C3)n2)c(OC)c1 (stereo not drawn),14%,-3%,i
Cc1ccc(CN2CCC(CNC(=O)Nc3c(C)cccc3C)C2)cc1 (stereo not drawn),10%,1%,i
COc1ccccc1CNC(=O)CCn1c(=O)c2ccccc2n(CC(=O)Nc2ccc(Br)cc2F)c1=O,4%,8%,i
Cc1ccc(C)c(NC(=O)N2CCN3CCCCC3C2)c1 (stereo not drawn),-10%,-5%,17%
O=S(=O)(c1ccc2[nH]c3c(c2c1)CCCC3)N1CCN(c2cccc(C(F)(F)F)c2)CC1,0%,32%,i
CCn1cc2c(n1)-c1c(oc(C(=O)Nc3cccc(C)c3C)c1C)CC2,20%,16%,-24%
Cc1ccc(Cn2c(C)c(CNCc3ccc(OC(C)C)cc3)c(C(=O)O)c2C)cc1,-2%,28%,-10%
CC(=O)N1CCCC1c1nc2ccccc2n1Cc1ccccc1 (stereo not drawn),13%,5%,i
Cc1ccc(CNC(=O)CN2CCN(Cc3ccc(F)cc3)C2=O)cc1,0%,-18%,-7%
COc1ccc(-c2oc3ncn4nc(-c5ccccc5Br)nc4c3c2-c2ccc(OC)cc2)cc1,22%,2%,i

# New compounds follow
SMILES,TDP-43 yeast inh,FUS yeast rescue,PTHR1 agonist
Cc1n[nH]c(C)c1S(=O)(=O)N1CCCC(C(=O)Nc2ccc(Cl)cc2)C1 (stereo not drawn),0%,?,-92%[inhibitor]
COc1ccc(S(=O)(=O)N(CC(=O)Nc2cc(C)cc(C)c2)c2ccc(Cl)cc2)cc1,-15%,-1%,-23%
Cc1ccc(NC(=O)Cn2cnc3sc(C(=O)O)c(C)c3c2=O)cc1Cl,14%,6%,-20%
Cc1ccc(N2CC(NC(=O)c3ccc(S(=O)(=O)N4CCCC4)cc3)CC2=O)cc1C (stereo not drawn),16%,-4%,-25%
COCCc1nn2c(=O)cc(COC(=O)c3ccccc3C)nc2s1,7%,0%,i
Cc1ccc(NC(=O)c2cn(-c3ccccc3)nc2-c2ccccc2)cc1,1%,-6%,7%
CC(C)OCCCN1C(=O)c2[nH]nc(-c3ccccc3O)c2C1c1ccc(OCc2ccccc2)cc1 (stereo not drawn),6%,?,-12%
CCCCOc1ccc(Cn2c(=O)sc3ccccc32)cc1OC,-4%,30%,-23%
Cc1cccc(NC(=O)CSc2nc(-c3ccco3)nc3cc(=O)[nH]n23)c1,29%,-6%,i

# Gathered by group, the compounds so far containing a COOH group.
SMILES,TDP-43 yeast inh,FUS yeast rescue,PTHR1 agonist
Cc1ccc(Cn2c(SCc3ccc(C(=O)O)cc3)nc3cccnc32)cc1,21%,-5%,-54%[inhibitor]
Cc1c(CNC2CCCCCC2)c(C(=O)O)c(C)n1Cc1cccc(Cl)c1,-4%,5%,0%
COc1ccc(CCNCc2c(C(=O)O)c(C)n(Cc3ccccc3C)c2C)c(OC)c1,-5%,14%,i
Cc1ccc(Cn2c(C)c(CNCc3ccc(OC(C)C)cc3)c(C(=O)O)c2C)cc1,-2%,28%,-10%
Cc1ccc(NC(=O)Cn2cnc3sc(C(=O)O)c(C)c3c2=O)cc1Cl,14%,6%,-20%

# An excerpt from further up, for reference:
SMILES,TDP-43 yeast inh,FUS yeast rescue,PTHR1 agonist
Cc1n[nH]c(C)c1S(=O)(=O)N1CCCC(C(=O)Nc2ccc(Cl)cc2)C1 (stereo not drawn),0%,?,-92%[inhibitor]
COc1ccc(S(=O)(=O)N(CC(=O)Nc2cc(C)cc(C)c2)c2ccc(Cl)cc2)cc1,-15%,-1%,-23%
Cc1ccc(NC(=O)Cn2cnc3sc(C(=O)O)c(C)c3c2=O)cc1Cl,14%,6%,-20%

# High-throughput results deposited in PubChem BioAssay by National Center for Advancing Translational Sciences (NCATS).
